Assay outcomes as filed in PubChem.
HCV inh – qHTS Assay for Inhibitors of Hepatitis C Virus (HCV); Huh7.5.1 HCVcc-Cre infection, luciferase reporter, 44 h; Potency, µM (series often up to 41.8 µM), for inactives: at the highest dose activity change, negative = inhibition, actives largely listed as inhibitors; 3.4% of 340,000 active
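After 44 h co-culture of compound, cells and HCVcc-Cre (~0.5 moi), substrate is added for 15 min at room temperature and luciferase measured over 15 sec. Cells were seeded at 1,000/well and pre-cultured 4 h.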
Pf growth 48h – Primary qHTS for delayed death inhibitors of the malarial parasite plastid, 48 hour incubation; P. falciparum luciferase growth in erythrocytes, 48 h; Potency, µM (series often up to 28.7 µM), inactives show top-dose activity change, negative = inhibition, actives largely listed as inhibitors; 5.9% of 310,000 active
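Luciferase-expressing parasites in RBCs, 2% Hct / 0.1% parasitemia final; RPMI 1640 + 0.5% Albumax; 37 C, 5% CO2, one generation; luminescence read-out, lower signal = inhibition.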
Tb PYK inh – qHTS of Trypanosoma Brucei Inhibitors; pyruvate kinase (Trypanosoma brucei), Q57TT1; TbPYK enzyme, Kinase-Glo Plus ATP luminescence, 45 min; Potency, µM (doses to about 76.8 µM), inactives show top-dose activity, negative = inhibition, most hits filed as inhibitors; 0.12% of 410,000 active; further: nearly all actives have a fitted effect of over 50% in size
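Readout: single end-point luminescence (Kinase-Glo Plus, 10 min). Reaction conditions were TbPYK/substrate plus 130 uM ADP, 45 min at RT, pH 7.2 TEA buffer. No-enzyme wells served as controls, and data were normalized before concentration-response fitting.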
LmPK inhibitor – qHTS Assay for Inhibitors of Leishmania Mexicana Pyruvate Kinase (LmPK) | Q27686 | purified LmPK, Kinase-Glo ATP luminescence, 1 h | 0.37% of 290,000 active | Potency, µM (series often up to 57.5 µM), inactives show top-dose activity change, negative = inhibition, most hits filed as inhibitors
Target sequence (Q27686 whole entry, looked up): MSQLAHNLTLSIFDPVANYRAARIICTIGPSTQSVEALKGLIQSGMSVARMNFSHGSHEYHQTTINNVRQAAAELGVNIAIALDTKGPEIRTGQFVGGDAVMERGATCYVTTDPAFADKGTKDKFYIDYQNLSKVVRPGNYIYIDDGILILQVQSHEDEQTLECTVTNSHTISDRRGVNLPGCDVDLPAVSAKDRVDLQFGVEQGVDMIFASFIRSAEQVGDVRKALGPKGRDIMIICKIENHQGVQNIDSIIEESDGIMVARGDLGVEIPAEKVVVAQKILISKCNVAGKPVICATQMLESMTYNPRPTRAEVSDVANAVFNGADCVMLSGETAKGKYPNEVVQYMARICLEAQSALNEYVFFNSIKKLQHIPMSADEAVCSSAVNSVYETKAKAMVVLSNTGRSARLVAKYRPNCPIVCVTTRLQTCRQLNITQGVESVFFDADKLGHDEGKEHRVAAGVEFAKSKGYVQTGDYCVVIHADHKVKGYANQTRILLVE
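ATP generated from ADP (0.1 mM) and PEP (0.5 mM) by 0.1 nM LmPK over 1 h at room temperature (pH 7.2 imidazole buffer) was detected by coupled luciferase luminescence. Values were normalized to uninhibited and no-enzyme wells.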
Pf growth 96h – Primary qHTS for delayed death inhibitors of the malarial parasite plastid, 96 hour incubation | Potency, µM (series often up to 28.7 µM), without a hit: top-dose activity change, negative = inhibition, most hits filed as inhibitors | 6.9% of 320,000 active | AID 504834, 2011 | P. falciparum luciferase reporter growth, 96 h
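Readout is luminescence from an integrated firefly luciferase in P. falciparum. Red cells, 2% hematocrit and 0.05% parasitemia final, were cultured with compound through two parasite generations (96 hours) at 37 C, 5% CO2.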
Sm TGR inh – qHTS Assay for the Inhibitors of Schistosoma Mansoni Peroxiredoxins; 3% of 360,000 active; Schistosoma mansoni thioredoxin glutathione reductase (TGR), Q962Y6; Potency, µM (doses to about 114 µM), inactives show top-dose activity change, negative = inhibition, most hits filed as inhibitors; purified TGR, DTNB reduction, TNB absorbance 405 nm; further: nearly all actives have a fitted effect of over 60% in size
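TGR 20 nM + NADPH 100 uM (dispensed conc.), cpd preinc 15 min RT; start with NADPH (500 uM addition) then DTNB (15 mM addition). Kinetic TNB absorbance, 405 nm filter. Four-parameter Hill fit across titration.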
Numbers without * were called inactive; ? = inconclusive; . = no result given; & = joins results of further samples; ! = not active in a repeat; [ ] = dose if it differs, or a comment. The call rests on the fitted dose curve; in most records, active means well fitted curve in the direction sought with a large enough effect; inconclusive means small, poorly fitted or top-dose-only effect, or another doubt; inactive means no such curve, though single readings can be large; an effect the other way counts as inactive or inconclusive. On the % scale 0 is the no-effect control and ±100 the full control effect; potency means the concentration at half of the fitted maximal effect.

Compound | HCV inh | Pf growth 48h | Tb PYK inh | LmPK inhibitor | Pf growth 96h | Sm TGR inh
CCOC(=O)c1cccc(NC(=O)CCOc2ccccc2)c1 | ? | -23.7% | 0.7% | 6.3% | 38.6% | 3.6%
O=[N+]([O-])c1cc(NS(=O)(=O)c2ccc(Cl)nc2)ccc1Cl | -25.6% | ? | 4.3% | . | 0.9% | -1.5%
Cc1cccc(OCC(=O)Nc2cc(NC(=O)COc3cccc(C)c3)cc(C(=O)O)c2)c1 | ? | 0.7% | -7.8% | -3.1% | ? | 0.5%
NC(=O)CN(c1ccccc1)C1SC(=O)N(Cc2ccccc2)C1=O (stereo unspecified) | 3.0% | 4.4% | -10.1% | 3.3% | . | -17.8%
CCCCn1c(SCC(=O)Nc2cccc(OC)c2)nc2ccc(N3CCOCC3)cc2c1=O | 8.91µM*! | 9.28µM* | . | 3.0% | . | -12.0%
COn1c(=O)c(-c2ccc(F)cc2)[n+]([O-])c2ccccc21 | -13.8% | 0.4% | 1.1% | 3.0% | 29.6% | -24.6%
O=C(CS(=O)(=O)c1ccc2ccccc2c1)Nc1ccccc1Cl | 26.6% | 4.1% | 0.6% | 2.3% | ? | -1.3%
NC(=O)c1oc2ccc(Cl)cc2c1NC(=O)CN1CCOCC1 | -24.1% | -2.0% | -2.2% | 0.0% | -26.6% | -1.5%
O=C(CNC(=O)C12CC3CC(CC(C3)C1)C2)N1CCN(S(=O)(=O)c2cccs2)CC1 | ? | ? | -10.6% | 0.1% | ? | -18.1%
CCOc1ccc(CCNC(=O)COC(=O)COc2ccc(C(C)=O)cc2)cc1OCC | 11.0% | ? | 4.5% | . | ? | -0.2%
COC(=O)c1ccc(C(=O)OC)c(N)c1 | . | 38.8%[activator] | . | -12.6% | 33.8%[activator] | -20.5%
O=C(NCc1ccco1)C1CC(c2c(Cl)cccc2Cl)=NO1 (stereo unspecified) | ? | ? | -6.3% | -0.1% | ? | 39.8µM*

Pulled by compound from the entries so far:
Compound | HCV inh | Pf growth 48h | Tb PYK inh | LmPK inhibitor | Pf growth 96h | Sm TGR inh
CCOC(=O)c1cccc(NC(=O)CCOc2ccccc2)c1 | ? | -23.7% | 0.7% | 6.3% | 38.6% | 3.6%
COC(=O)c1ccc(C(=O)OC)c(N)c1 | . | 38.8%[activator] | . | -12.6% | 33.8%[activator] | -20.5%
O=C(NCc1ccco1)C1CC(c2c(Cl)cccc2Cl)=NO1 (stereo unspecified) | ? | ? | -6.3% | -0.1% | ? | 39.8µM*
O=C(CS(=O)(=O)c1ccc2ccccc2c1)Nc1ccccc1Cl | 26.6% | 4.1% | 0.6% | 2.3% | ? | -1.3%
O=C(CNC(=O)C12CC3CC(CC(C3)C1)C2)N1CCN(S(=O)(=O)c2cccs2)CC1 | ? | ? | -10.6% | 0.1% | ? | -18.1%
Cc1cccc(OCC(=O)Nc2cc(NC(=O)COc3cccc(C)c3)cc(C(=O)O)c2)c1 | ? | 0.7% | -7.8% | -3.1% | ? | 0.5%

Later entries.
Compound | HCV inh | Pf growth 48h | Tb PYK inh | LmPK inhibitor | Pf growth 96h | Sm TGR inh
Cc1cc(NC(=O)CSc2nnc(-c3ccoc3C)o2)no1 | 0.1% | -14.5% | 4.8% | -1.6% | -4.4%[5.75 µM] | -5.8%
CC1CCN(CC(=O)Nc2ccc3c(c2)OCO3)CC1 | -17.1% | -7.2% | 0.9% | . | 38.7%[activator] | -1.0%
CCCCOc1ccc(/C=N/Nc2cc(N3CCOCC3)nc(C)n2)cc1 | 1.0% | 0.0% | 1.9% | -7.1% | -18.5% | 6.8%
COc1cc(C(=O)N2CCCC(c3nc(-c4cccs4)no3)C2)cc(OC)c1OC (stereo unspecified) | -1.3%&-3.7% | -21.1% | -17.5% | -0.8% | 29.9% | 4.3%
Cc1cccc(CN2C(=O)NC(c3ccccc3)(c3ccccc3)C2=O)c1 | -13.1% | 10.4µM* | 4.4% | -0.4% | ? | -11.3%
N#Cc1c(-c2ccc(Br)cc2)cc(-c2cccnc2)nc1N | -2.7% | 11.0% | 3.3% | -0.1% | 39.0%[activator] | 3.5%
Cc1cc(C)nc(Sc2c(C)n[nH]c2C)n1 | 1.1% | -1.7% | -6.0% | -2.5% | . | 0.0%
Cc1ccccc1OCCCN1CCOCC1 | 8.0% | 12.6% | 6.2% | -0.9% | 12.0% | -1.0%
O=C(CCN1C(=O)c2ccccc2S1(=O)=O)Nc1ccc(F)c([N+](=O)[O-])c1 | -2.9% | 34.7%[activator] | 4.8% | . | 5.1% | -3.8%
COC(=O)C1=C(C(=O)OC)[C@@H]2Nc3ccccc3[C@@]23C[C@@H](C(=O)OC)N(C(=O)CC(C)C)C3=N1 | 2.2% | . | -4.9% | 2.0%[11.5 µM] | . | .
O=C(NCc1ccc(F)cc1)c1c2c(nc3ccccc13)CCN(Cc1ccccc1)C2 | 3.5% | ? | -5.8% | 1.9% | 0.0% | 0.0%
Cc1ccc(C(=O)Nc2ccc3cn[nH]c3c2)cc1S(=O)(=O)N1CCOCC1 | -27.0% | ? | -0.5% | 2.7% | ? | -1.2%
CCOc1ccc(Cc2n[nH]c(=S)n2Cc2ccccc2)cc1 | 12.2% | -38.4% | ? | -0.2% | 34.8%[activator] | 1.0%
Cn1nnnc1SCC(=O)c1c(N)n(C)c(=O)n(C)c1=O | 6.3% | -5.1% | -8.6% | 1.9% | ? | 1.3%
COC(=O)c1ccc(CSc2n[nH]c(=S)s2)o1 | 7.3% | . | ? | 1.5% | -23.0% | -10.5%
CCOCCCNC(=S)N1CCCN(c2nc3cc(C)cc(C)c3cc2C#N)CC1 | 11.2µM* | ? | 5.6% | 4.2% | 0.4% | -3.3%[57.1 µM]
COc1ccc(Cl)cc1NC(=O)COC(=O)CNC(=O)c1ccc([N+](=O)[O-])c(C)c1 | 10.9% | -8.4% | 5.6% | 0.7% | 31.5%[activator] | -1.9%
O=c1c2c([nH]c3ccccc13)CCCCC2 | -19.6% | 1.65µM* | -8.4% | -9.6% | 1.65µM* | 5.2%
COc1ccccc1CNC(=O)CCNC(=O)Cn1ccc2ccccc2c1=O | ? | 0.6% | -5.5% | 1.3% | 23.4% | 0.3%
CCC1CN(C(=O)N2CCC(C(=O)NCc3ccc(OC)cc3OC)CC2)c2ccccc2O1 (stereo unspecified) | -27.0% | -27.9% | -6.8% | -4.7% | -8.7% | -14.9%
Cc1c(O)ccc2cc(S(=O)(=O)c3ccccc3)c(=O)oc12 | 15.6% | 6.7%[0.00184 µM] | -0.9% | 4.0% | 11.7µM* | -28.5%
O=C1C=CC(=O)N1c1cccc(-c2ccccc2)c1 | 7.3% | 13.7% | 5.01µM* | ? | 32.3%[activator] | 0.708µM*
CCOC(=O)c1[nH]c(CN2CCN(c3ccc(OC)cc3)CC2)c(C(=O)OCC)c1C | -25.7% | 9.28µM* | -3.6% | -0.1% | 6.57µM* | -11.7%
CCCCN1C(Nc2ccccc2)=NC[C@@H]1C | -1.1% | 24.4% | 8.0% | . | 0.0% | 2.0%

(listing goes on)
The line under a structure holds: HCV inh, Pf growth 48h, Tb PYK inh, LmPK inhibitor, Pf growth 96h, Sm TGR inh
> O=C(O)CCN1C(=O)c2ccccc2C1=O
 : 7.6%, 11.9%, -3.8%, 0.0%, -17.4%, -8.7%
> CCCS(=O)(=O)N1CCC(C(=O)NCCCOCC)CC1
 : 12.0%, 40.2%[activator], 0.8%, -0.1%, 14.7µM*, 0.9%
> c1csc(CCNc2ncnc3sc4c(c23)CCC4)c1
 : 7.94µM*, ., -1.5%, 3.1%, ?, 5.3%
> COc1ccccc1C(=O)NCc1nnc(SC(C)C(=O)Nc2nccs2)n1C (stereo unspecified)
 : 11.4%, 1.1%, 0.6%, -2.8%, -13.3%, -0.7%
> CCOC(=O)C(C)Sc1nnc(Cn2c(=O)sc3ccccc32)n1-c1ccccc1 (stereo unspecified)
 : -12.8%, ., -26.5%, 12.4%, ?, 1.3%
> Cc1cnc(C(=O)OCc2ccc(Br)cc2)cn1
 : -8.7%, 10.6%, -2.9%, -3.3%, 49.7%, -8.4%
> O=C(O)CN=C(NS(=O)(=O)c1ccc(Cl)cc1)c1ccc(F)cc1
 : 12.8%, 5.4%, 4.9%, 2.7%, ?, .
> COc1ccc(OCc2nn3c(-c4cccc(OC)c4)nnc3s2)cc1
 : -6.0%, 31.6%[activator], 2.0%, 0.6%, 20.6%, 2.5%
> Cc1ccc(C(=O)N2CCN(c3ccccc3)CC2)cc1NC(=O)c1ccco1
 : 18.7%, -9.8%, -4.5%, 0.2%, 110.5%[activator], -23.8%
> CCc1cc(=O)[nH]c(SCCC(F)=C(F)F)n1
 : -17.0%, -7.8%, -0.2%, 10.8%, 5.0%, 0.7%
> O=C(COC(=O)c1ccc(O)cc1)Nc1cc(C(F)(F)F)ccc1N1CCOCC1
 : 18.0%, 13.3%, -1.2%, ., 27.4%, 1.4%
> CCOc1ccc(S(=O)(=O)N2CCOCC2)cc1NC(=O)CN1C(=O)NC(C)(c2ccc(C)cc2)C1=O (stereo unspecified)
 : ?, 10.4µM*, 1.1%, ., ?, 0.5%
> O=CC(Cl)P(=O)(N1CCOCC1)N1CCOCC1 (stereo unspecified)
 : 4.5%, 46.6%[activator], -2.2%, -3.6%, 74.0%[activator], 2.2%
> O=C(Nc1ccccc1)c1cccc(-c2nnc(-c3ccccc3)o2)c1
 : 13.2%, 55.0%[activator], -2.8%, 0.7%, 6.4%, -2.3%
> CCn1c(SCC(=O)Nc2ccc(C)cc2)nc2nc3c(cc2c1=O)CCCC3
 : ?, ?, 2.6%, 5.6%, 14.7µM*, 4.4%
> CC1CN(Cc2csc(-c3ccc(Cl)cc3)n2)CC(C)O1 (stereo unspecified)
 : 11.2µM*, 176.8%[activator], -6.2%, 3.0%, 251.4%[activator], 1.3%
> CC1=C(C(=O)N2CCN(c3cc(C)ccc3C)CC2)C2(CCCCC2)OC1=O
 : -14.8%[8.37 µM], 7.1%, -2.5%, 1.6%, ?, -4.9%
> O=C(Nc1ccc(F)cc1)Nc1ccc2ccccc2n1
 : 2.6%, 64.3%[activator], 1.3%, -1.6%, 56.6%[activator], -0.1%
> OCCCc1cn(CC2CCCCC2)nn1
 : 17.2%, 26.5%, 0.5%, -11.8%, 50.6%, -5.0%
> O=C(NCCC1=CCCCC1)C1CC(=O)N(C2CCCCC2)C1 (stereo unspecified)
 : -6.3%, 6.7%, 3.3%, -4.6%, 3.8%, 0.5%
> COc1cccc(-c2nnc(NC(=O)c3ccccc3Br)o2)c1
 : 2.7%, 78.0%[activator], 4.4%, 7.0%, 126.3%[activator], -4.6%
> COC(=O)Cn1nc(-c2ccccc2)n(-c2ccccc2)c1=S
 : 9.6%, 5.2%, 2.3%, -2.6%, ?, 13.2%
> CC(C)NC(=O)c1n[nH]c(=O)c2ccccc12
 : 1.3%, 0.9%, -3.5%, -4.1%, ?, -25.9%
> O=C(Nc1ccc(-n2cccn2)cc1)C1CCN(Cc2ccccn2)CC1
 : ., ?, -3.0%, 1.1%, -14.5%, -33.9%

Hits appear at their usual frequency. About 16% of those tested had a hit in this group.
